Screens from PubChem.
TLR9-MyD88 inh – inhibitors of human TLR9-MyD88 binding; Q9NR96+Q99836; CHO BLA complementation TLR9-MyD88, CCF4 FRET ratio; inhibition, % at 4.98 µM; 340,000 tested, 0.21% active; AID 504734;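 active = inhibition above the mean over all tested compounds plus 3 SD, cut at about 21% in these data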;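 note: 0% = DMSO only wells and 100% = clavulanate BLA inhibitor control wells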
C8 TRAIL sens – sensitizes caspase-8 expressing cells to TRAIL. NB7+C8 cells + TRAIL, ATPlite viability luminescence. inhibition (viability loss, TRAIL sensitization), % at 10 µM. 360,000 tested, 1% active. AID 624354;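 active = compounds causing at least 50% loss of cell viability in the single-dose screen, relative to plate controls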
SRC1 inh – inhibits human SRC1 coactivator. AID 588354. HEK293 GAL4-SRC1 luciferase reporter, luminescence. inhibition, % at 3.6 µM. 360,000 tested, 0.12% active;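 active = inhibition above the campaign mean plus 3 SD, with each screening campaign given its own cutoff, cut at about 60% in these data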;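 note: 0% = DMSO treated cells and 100% = gossypol at 36 µM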
SRC2 inh – human SRC2 (NCOA2) inhibition; Q15596; HEK293 GAL4-SRC2 luciferase reporter, luminescence; inhibition, % at 9 µM; 370,000 tested, 0.17% active;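 active = inhibition above the mean inhibition of all tested compounds plus 3 SD, set per campaign, cut at about 52% in these data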;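 note: 0% = DMSO treated cells and 100% = cells given Gossypol at 36 µM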
NOD2 RIPK2 PPI – blocks binding of human NOD2 to RIPK2. O43353. inhibition, % at 4.98 µM. 360,000 tested, 0.38% active. CHO BLA complementation NOD2-RIPK2, CCF4 ratio; in the data active = inhibition above about 21%;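 note: 0% = vehicle only and 100% = reference blocker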
EBV LMP1 NFkB – inhibitors of Epstein-Barr LMP1-induced NF-kappaB reporter; AID 504558; inhibition, % at 12.5 µM; LMP1-induced NF-kappaB luciferase reporter cells, luminescence; 350,000 tested, 0.69% active; in the data active = inhibition above about 41%;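 note: 0% = neutral control wells and 100% = reference inhibitor control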
TROY signal inh – inhibitors of TROY-dependent NF-kB signaling | Q293 LMP1-TROYcd NF-kB luciferase reporter, 4 h | inhibition, % at 10 µM | 360,000 tested, 0.98% active;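 active = compounds whose plate-normalised and pattern-corrected inhibition of the luciferase reporter signal at the single screening dose is 50% or more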
NR5A2 inv ag – suppresses constitutive activity of human LRH-1. O00482. HEK293T StAR-luciferase reporter, LRH-1 transfected, 24 h. inhibition, % at 3.6 µM. 360,000 tested, 0.13% active. AID 602396;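 active = inhibition above the mean inhibition of all tested compounds plus 3 SD, cut at about 73% in these data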;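 note: 0% = DMSO wells and 100% = reporter-only cells lacking LRH-1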
COUP-TFII inh – NR2F2 (human) inhibition, primary screen; 370,000 tested, 0.7% active; P24468; HEK293T NGFI-A luciferase reporter, luminescence; inhibition, % at 8.6 µM;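 active = inhibition above a per-plate cutoff, mean inhibition of test wells between control levels plus 3 SD, cut at about 38% in these data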;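 note: cells cotransfected with COUP-TFII expression vector driving the NGFI-A reporter; 0% = median of COUP-TF2 test wells and 100% = reporter-only cells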
SRC3 inh – inhibitors of human steroid receptor coactivator 3 (SRC3). Q9Y6Q9. HEK293 GAL4-SRC3 luciferase reporter, luminescence. inhibition, % at 3.6 µM. 360,000 tested, 0.17% active. AID 588352;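 active = inhibition above a per-campaign cutoff, the mean of all compounds plus 3 SD, cut at about 60% in these data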;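 note: 0% = DMSO-treated cells and 100% = gossypol-treated cells at 36 µM; higher means less SRC3-driven luciferase light from the GAL4 reporter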
Target sequence (Q9Y6Q9 whole entry, looked up, the tested form may be a part): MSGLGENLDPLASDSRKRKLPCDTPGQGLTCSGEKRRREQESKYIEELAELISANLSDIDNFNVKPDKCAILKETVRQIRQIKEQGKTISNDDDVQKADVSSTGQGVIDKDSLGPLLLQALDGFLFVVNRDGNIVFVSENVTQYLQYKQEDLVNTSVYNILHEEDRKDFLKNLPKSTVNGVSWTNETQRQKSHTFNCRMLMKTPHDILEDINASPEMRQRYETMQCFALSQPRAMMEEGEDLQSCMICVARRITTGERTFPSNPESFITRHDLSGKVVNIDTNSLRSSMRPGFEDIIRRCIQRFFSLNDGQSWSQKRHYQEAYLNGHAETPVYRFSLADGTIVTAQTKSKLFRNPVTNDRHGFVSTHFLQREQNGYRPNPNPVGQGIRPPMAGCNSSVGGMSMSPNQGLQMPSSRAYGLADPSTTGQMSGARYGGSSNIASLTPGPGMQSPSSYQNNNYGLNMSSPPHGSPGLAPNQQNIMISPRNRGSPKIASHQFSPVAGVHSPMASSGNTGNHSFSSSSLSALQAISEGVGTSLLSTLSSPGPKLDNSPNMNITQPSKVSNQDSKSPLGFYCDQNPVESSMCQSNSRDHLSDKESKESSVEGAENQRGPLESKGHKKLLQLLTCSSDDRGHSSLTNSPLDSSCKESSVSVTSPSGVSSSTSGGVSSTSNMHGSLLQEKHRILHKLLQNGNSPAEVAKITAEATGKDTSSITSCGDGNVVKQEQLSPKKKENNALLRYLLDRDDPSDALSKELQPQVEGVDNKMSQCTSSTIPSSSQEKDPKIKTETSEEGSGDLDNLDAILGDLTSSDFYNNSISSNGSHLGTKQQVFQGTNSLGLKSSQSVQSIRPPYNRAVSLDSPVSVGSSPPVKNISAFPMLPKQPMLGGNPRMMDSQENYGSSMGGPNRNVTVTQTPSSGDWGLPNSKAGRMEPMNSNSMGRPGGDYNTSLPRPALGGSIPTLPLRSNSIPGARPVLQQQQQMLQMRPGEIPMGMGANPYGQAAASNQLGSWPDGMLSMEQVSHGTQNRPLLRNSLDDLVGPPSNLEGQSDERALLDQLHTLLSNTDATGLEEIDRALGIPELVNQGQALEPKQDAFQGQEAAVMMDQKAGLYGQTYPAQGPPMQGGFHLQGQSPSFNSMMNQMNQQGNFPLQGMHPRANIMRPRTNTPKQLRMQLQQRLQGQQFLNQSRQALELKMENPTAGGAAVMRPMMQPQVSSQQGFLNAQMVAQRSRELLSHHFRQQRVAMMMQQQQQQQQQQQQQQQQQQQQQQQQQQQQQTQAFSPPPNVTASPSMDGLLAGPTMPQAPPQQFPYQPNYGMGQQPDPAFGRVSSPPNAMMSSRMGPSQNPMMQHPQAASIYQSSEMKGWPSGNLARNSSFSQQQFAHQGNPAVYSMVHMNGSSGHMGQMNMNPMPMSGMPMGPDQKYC
TWEAK-Fn14 inh – blocks TWEAK-Fn14 interaction in a reporter cell assay | inhibition, % at 10 µM | 360,000 tested, 2% active | TWEAK-stimulated Fn14 reporter cells, luciferase luminescence, 8 h; in the data active = inhibition above about 50%
* = called active by the depositor; · = no result given; & = joins results of further samples. Not all compounds are listed. The share of hits here may be higher or lower than overall.

SMILES	TLR9-MyD88 inh	C8 TRAIL sens	SRC1 inh	SRC2 inh	NOD2 RIPK2 PPI	EBV LMP1 NFkB	TROY signal inh	NR5A2 inv ag	COUP-TFII inh	SRC3 inh	TWEAK-Fn14 inh
COC(=O)c1[nH]c2cc(OC)ccc2c1NC(=O)CCN1CCSCC1	-8	-5	-2	-37	-4	1	12	-7	13	5	0
CN1CCN(c2ccc(NC(=O)CN3CCOCC3)cc2F)CC1	-4	-8	-16	-13	-8	-7	-21	9	-1	15	-12
O=C(Cn1cnc2ccccc21)N/N=C/c1cccc([N+](=O)[O-])c1	8	-2	-28	15	0	-5	-2	-6	-4	2	2
FC(F)(F)c1nc(N2CCN(c3ccccc3)CC2)nc2c1CCCCC2	-3	7	-3	-3	3	-3	57*	-11	0	3	94*
CCCCOc1ccc(C(=O)NNC(=O)C2C3C=CC(C3)C2C(=O)O)cc1 (stereo not drawn)	-2	-14	-7	18	-10	-7	2	9	-1	-29	5
Cc1cc(C)cc(C(=O)NC(=S)Nc2ccc(Cc3ccncc3)cc2)c1	2	5	5	2	3	-5	16	13	3	6	-1
COc1ccc(CNC(=O)c2csc(Cc3ccc(OC)cc3)n2)cc1	2	5	-12	-9	6	10	12	8	3	-5	-11
N/C(=N\OC(=O)CCCOc1ccc(Cl)cc1Cl)c1ccncc1	-1	-3	-12	8	-4	7	24	11	4	13	0
O=C(c1ccc(C(=O)N2CCOCC2)nc1)N1CCOCC1	-5	0	-5	-2	-1	-11	-3	6	-12	0	1
CCOc1ccc(NC(=O)CSc2ccc(-c3cccnc3)nn2)cc1	5	-2	-1	-6	-9	3	-22	-11	-6	-20	-30
COC(=O)c1ccc(COc2cccnc2[N+](=O)[O-])cc1	4	6	-14	-35	-17	-3	-21	-11	-39	-8	-16
CC1=NN(c2ccccc2)C(=O)C1C(=O)c1cc([N+](=O)[O-])cc([N+](=O)[O-])c1 (stereo not drawn)	4	-1	6	4	1	-6	-53	2	0	-1	-7
O=C(CCCCCn1c(=O)[nH]c2ccsc2c1=O)N1CCN(C2CCCCC2)CC1	-3	-3	-2	-28	-3	-14	20	-20	10	-12	1
CC(C)c1ccccc1NC(=O)COc1ccc(C(=O)NCCc2ccccc2)cc1	5	6	-1	-6	11	2	-2	-9	13	15	-11
CCC(=O)N1c2ccc(S(=O)(=O)CCC(=O)N3CCn4c3nc3ccccc34)cc2CC1C (stereo not drawn)	8	9	-6	7	0	13	-6	14	-15	3	-9
COc1cc(C(=O)Nc2cccc(-c3nncn3C)c2)cc(OC)c1OC	1	-5	0	4	-2	-7	-6	26	6	-9	9
COc1ccc(CN2CCN(C(C)C)C(CCO)C2)cc1Cn1cccn1 (stereo not drawn)	-11	3	17	-11	-6	0	-1	4	-4	10	-5
CS(=O)(=O)Nc1ccc(C(=O)NCCSC2CCCCC2)cc1	-5	1	-6	·	-2	-5	-14	-17	·	-12	-21
Oc1ccccc1Oc1ncc(Br)c(N2CCOCC2)n1	-1	0	11	5	7	-2	19	4	-5	14	16
Cc1nc(Nc2cccc(C(C)O)c2)c2nnn(Cc3ccc(F)cc3)c2n1 (stereo not drawn)	-8	-12	-9	-7	-2	2	24	33	-6	13	15
COCCNC(=O)CSc1nc2cc3c(cc2c(=O)n1CCCC(=O)NCc1ccc(OC)cc1)OCO3	-1	3	-50	6	-4	-8	18	-9	12	3	5
O=C(Cn1cnc2c(NCc3ccccc3)ncnc21)NCCc1cc2ccccc2[nH]1	0	-3	-3	3	0	-3	-4	18	0	17	-3
Cc1ncn2cc(-c3ccc(Cl)cc3Cl)[nH]c(=O)c12	-3	1	9	0	-8	13	-2	8	19	32	31
Cc1ccccc1NCC(=O)N/N=C\c1ccc([N+](=O)[O-])s1	2	15	-15	7	-4	8	-11	24	-7	8	23
CC(=O)Nc1ccc(NC(=O)CS(=O)(=O)c2cn(CC(=O)N3CCC(C)CC3)c3ccccc23)cc1	-4	-28	-1	-12	-8	3	10	5	-21	1	0
SMILES	TLR9-MyD88 inh	C8 TRAIL sens	SRC1 inh	SRC2 inh	NOD2 RIPK2 PPI	EBV LMP1 NFkB	TROY signal inh	NR5A2 inv ag	COUP-TFII inh	SRC3 inh	TWEAK-Fn14 inh
Cc1c(CC(=O)N2C[C@H]3C[C@@H](C2)c2cccc(=O)n2C3)c(=O)oc2cc3occ(C(C)(C)C)c3cc12	0	3	-32	22	-16	-7	0	4	25	18	-10
CC(=O)Nc1ccc(NC(=O)COC(=O)CCc2nc3ccccc3s2)cc1	-4	16	-12	-2	-5	4	18	17	-9	16	10
COCCn1c(=NC(C)=O)sc2cc([N+](=O)[O-])ccc21	1	-6	12	0	-12	-2	4	-1	-8	13	-11
C/C(=N\Nc1nc(C)c(C)s1)c1ccc([N+](=O)[O-])cc1	12	1	-12	2	1	10	7	54	4	12	-24
CC1(C)Cc2ccccc2C(N/N=C/c2ccc([N+](=O)[O-])cc2)=N1	-2	1	16	16	-1	-4	-10	4	9	-3	-75
C=CCn1c(SCC(=O)c2c(N)n(CCC)c(=O)n(C)c2=O)nnc1-c1ccncc1	-7	-4	-2	17	-8	-2	15	-5	1	15	3
CC(=O)Nc1c(I)c(NC(C)=O)c(I)c(C(=O)O)c1I	9&-7	-14&12	5&-11	1&-10	4&-22	1&2	5&-5	26&13	0&-32	6&-1	-17&4
Cc1cc(C)c(NC(=O)C2CC(=O)N(C(C)C)C2)c(C)c1 (stereo not drawn)	-10	0	-5	-21	-16	-8	7	4	-2	-7	1
CCC(=O)N1CCN(CCN=CC2=C(O)CC(c3ccc(OC)cc3)CC2=O)CC1 (stereo not drawn)	4	1	-20	-2	9	-2	-10	17	0	4	-6
O=c1/c(=C\c2ccc3c(c2)OCO3)sc2n1CCCN=2	-2	27	-131	-26	-1	-16	-26	-132	-65	-94	28
COc1cccc(-n2c(SCC(N)=O)nnc2-c2c[nH]c3ccccc23)c1	-10	-11	-2	-21	-7	-10	-43	-30	-31	-24	-12
O=C(Nc1ccccc1)Nc1ccccc1	10	16	-105	-50	-2	-23	-67	-81	-40	-52	-29
CCCC(=O)N1CCC1(C)C(=O)Nc1cc(OC)c(OC)c(OC)c1 (stereo not drawn)	·	15	-7	11	-2	·	-10	-13	3	6	-8
COC(=O)c1c(C)[nH]c(C(=O)OCC(=O)NC(C)(C)C)c1C	4	3	-8	3	-3	2	-11	17	29	11	24
CN1CCc2c(sc(NC(=O)C3COc4ccccc4O3)c2C(N)=O)C1 (stereo not drawn)	-5	31	-27	-15	-11	-3	-8	-46	2	-33	28
CCC(C)NC(=O)Nc1ccc(C)cc1C (stereo not drawn)	9	2	3	-8	4	0	0	3	-3	4	5
O=C(c1cnc2n(c1=O)CCS2)N1CCCc2ccccc21	10	2	16	-24	-2	6	0	-6	-22	5	9
CCOC(=O)N1CCN(C(C(=O)NC2CCCC2)C(C)C)CC1 (stereo not drawn)	·	-6	·	2	-13	·	·	7	8	·	·
O=C(NCCSc1c(-c2ccccc2)[nH]c2ccccc12)c1cc2ccccc2oc1=O	2	13	-16	0	8	2	9	17	2	11	4
Cc1ccccc1OC(C)C(=O)NCCCN1CCOCC1 (stereo not drawn)	5	-6	-44	-22	3	-5	1	-12	2	19	-5
Cc1nc2ccccc2c2c1C(=O)N(Cc1cccnc1)C2=O	4	-9	-59	-3	-8	-6	0	9	-12	-8	10
O=C(NC(Nc1cc(C(F)(F)F)ccc1Cl)C(=O)c1ccccc1)c1ccccc1 (stereo not drawn)	4	-4	-13	-3	2	-21	-4	4	2	-8	-2
Cc1ccc(NS(=O)(=O)c2ccc(C(=O)NCCCN3CCCC3=O)cc2)cc1C	2	8	7	-6	-3	6	12	2	33	-14	24
OC(C#Cc1ccccc1)(c1ccccc1)c1ccccc1	-2	0	3	10	-2	-2	0	4	12	-42	5
Cc1ccc(-n2c([S-])c(C(=O)NC(C)c3ccccc3)[n+]3ccccc23)cc1 (stereo not drawn)	2	-1	-4	-23	-9	-3	-36	13	-9	-17	25

Three records picked at random from those above:
SMILES	TLR9-MyD88 inh	C8 TRAIL sens	SRC1 inh	SRC2 inh	NOD2 RIPK2 PPI	EBV LMP1 NFkB	TROY signal inh	NR5A2 inv ag	COUP-TFII inh	SRC3 inh	TWEAK-Fn14 inh
O=C(Nc1ccccc1)Nc1ccccc1	10	16	-105	-50	-2	-23	-67	-81	-40	-52	-29
C=CCn1c(SCC(=O)c2c(N)n(CCC)c(=O)n(C)c2=O)nnc1-c1ccncc1	-7	-4	-2	17	-8	-2	15	-5	1	15	3
CN1CCc2c(sc(NC(=O)C3COc4ccccc4O3)c2C(N)=O)C1 (stereo not drawn)	-5	31	-27	-15	-11	-3	-8	-46	2	-33	28

Going on with the list:
SMILES	TLR9-MyD88 inh	C8 TRAIL sens	SRC1 inh	SRC2 inh	NOD2 RIPK2 PPI	EBV LMP1 NFkB	TROY signal inh	NR5A2 inv ag	COUP-TFII inh	SRC3 inh	TWEAK-Fn14 inh
CC(=O)N1CCN(C(=S)c2ccc(-c3ccc(Cl)cc3)o2)CC1	9	0	-17	-67	6	-13	-1	-15	-13	-4	22
CC1(C)CC2(CCO1)OC(=O)CC2C(=O)Nc1ccc(Cl)cc1[N+](=O)[O-] (stereo not drawn)	6	0	-10	-23	-2	1	0	15	-6	-3	33
CCc1cc(=O)oc2c(CNCc3ccccc3F)c(O)c(Cl)cc12	-24	3	-4	-30	-3	8	1	-1	-11	-6	11
Cc1c(C)c(C)c(S(=O)(=O)NCCc2ccccn2)c(C)c1C	-9	-7	5	-9	5	1	-5	15	-8	-5	-10
O=C(CN1CCOCC1)Nc1ccccc1Cl	-5	-4	0	1	2	18	-6	2	0	-10	-22
CC(=O)Nc1ccc(S(=O)(=O)N2CCN(S(=O)(=O)c3ccc(F)c(F)c3F)CC2)cc1	-6	-5	10	-36	0	-3	0	-18	15	6	-19
CCN(c1ccccc1)S(=O)(=O)c1ccc(C(=O)Nc2nccs2)cc1	-8	-6	1	-1	-8	-3	20	6	2	16	25
c1cnc2ccc(C(c3nnnn3C3CCCCC3)N3CCN4CCCC4C3)cc2c1 (stereo not drawn)	3	-11	-22	-3	-7	-5	-18	-14	24	-6	1
O=C(C[n+]1cc(-c2ccc(Cl)c(Cl)c2)n2c1CCC2)OCc1ccccc1	5	1	-8	7	2	0	9	8	5	4	5
O=C(NCCc1ccccc1)C1CCCN(c2nc3ccccc3s2)C1 (stereo not drawn)	-5	25	7	-11	7	2	7	6	-1	3	-13
O=C(CCCCCN1C(=O)c2ccccc2C1=O)Nc1ccc(F)cc1	7	0	-1	16	3	-13	0	17	18	12	-9
COc1cc(C(=O)OCC(=O)N(C)C)cc(NC(=O)c2ccco2)c1OC	0	-4	2	-13	-1	5	2	1	0	3	-6
COc1ccc(Nc2nc(C(=O)N3CCc4cc(OC)c(OC)cc4C3)cs2)cc1	3	8	4	10	12	10	30	12	23	11	-16
Cc1ccc(C)c(N2CCN(C(=O)c3ccc(N4CCOCC4)c([N+](=O)[O-])c3)CC2)c1	1	6	4	-8	1	4	18	6	-6	8	-7
CCn1c(/C=C/c2c(C)[nH]c3ccccc23)nc2ccccc2c1=O	12	-18	-8	-33	-1	-29	-18	12	8	0	1
O=C(O)c1ccc(NS(=O)(=O)c2ccc3c(c2)OCCCO3)cc1	2	-2	8	-14	-2	-2	-5	-15	-5	15	-5
CCc1cc(C(N)=S)ccn1	-19&-9	3&2	19&12	5&-20	-21&0	-4&3	6&3	-2&1	14&9	6&1	1&8
